Screens: PubChem, National Center for Advancing Translational Sciences (NCATS)
RGS12 GoLoco inh: inhibitors of human Gai1-RGS12 GoLoco interaction (red fluorophore); P63096; AID 880; Potency, µM (doses to about 61.6 µM), for the others: top-dose activity, negative = inhibition, actives largely listed as inhibitors; Gai1:RGS12 GoLoco peptide FP, rhodamine, 10 min; hit rate 0.44% among 230,000; active means well fitted inhibition curve with a large enough effect, not every such curve was filed as active; inactive means no such curve, though single readings can be large or run the other way; further: on the % scale 0 is the no-effect control and ±100 the full control effect; nearly all actives have a fitted effect of over 30% in size; many of its hits are not listed in these tables
Luc counter: Kinase-Glo luciferase inhibition (counter-screen); Q27757; Kinase-Glo luciferase, ATP luminescence, 8 min; Potency, µM (doses to about 38.3 µM), for inactives: top-dose activity change, negative = inhibition, actives largely listed as inhibitors; hit rate 0.28% among 200,000; further: on the % scale 0 is the no-effect control and ±100 the full control effect; nearly all actives have a fitted effect of over 60% in size
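Substrate mix (final 50 mM imidazole pH 7.2, 50 mM KCl, 7 mM MgCl2, 10 uM ATP, 0.01% Tween 20, 0.05% BSA) plus pin-tool compound, then Kinase-Glo detection mix; 8 min ambient, luminescence read.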
NPSR antag: antagonists of human neuropeptide S receptor cAMP signaling | Q6W5P4 | AID 1461 | CHO-NPSR cells, cAMP TR-FRET, antagonist mode | Potency, µM (series often up to 38.3 µM), inactives show at the highest dose activity change, negative = inhibition, most hits filed as inhibitors | hit rate 1% among 220,000; further: on the % scale 0 is the no-effect control and ±100 the full control effect; nearly all actives have a fitted effect of over 50% in size; many of its hits are not listed in these tables
Target sequence (Q6W5P4 whole entry, looked up): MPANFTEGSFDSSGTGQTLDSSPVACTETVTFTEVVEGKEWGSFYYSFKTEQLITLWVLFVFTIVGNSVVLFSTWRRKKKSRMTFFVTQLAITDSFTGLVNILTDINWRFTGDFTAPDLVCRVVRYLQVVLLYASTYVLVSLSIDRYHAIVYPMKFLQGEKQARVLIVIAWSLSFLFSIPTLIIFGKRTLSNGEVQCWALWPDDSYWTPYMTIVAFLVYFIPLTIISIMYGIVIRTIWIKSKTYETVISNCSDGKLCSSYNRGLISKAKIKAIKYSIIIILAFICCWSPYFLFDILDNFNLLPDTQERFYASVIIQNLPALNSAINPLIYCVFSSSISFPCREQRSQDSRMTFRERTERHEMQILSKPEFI
JMJD2E inh: blocks human JMJD2E demethylase activity; Potency, µM (highest dose often 57.1 µM), for inactives: at the top dose activity change, negative = inhibition, most hits filed as inhibitors; B2RXH2; JMJD2E catalytic domain, FDH-coupled NADH fluorescence (FDH is formaldehyde dehydrogenase); hit rate 1.6% among 230,000; active means well fitted inhibition curve with a large enough effect, not every such curve was filed as active; inconclusive means small, poorly fitted or top-dose-only effect, or another doubt; inactive means no such curve, though single readings can be large or run the other way;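 further: 0% = wells with enzyme and -100% = buffer wells without enzyme; nearly all actives have a fitted effect of over 50% in size; many of its hits are not listed in these tables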
SMN2 splice enh: enhancers of SMN2 splice variant expression; HEK293 SMN2-luciferase splicing reporter, luminescence, 30-36 h; hit rate 2.8% among 210,000; Potency, µM (doses to about 46.1 µM), for inactives: top-dose activity change, positive = activation, most hits filed as activators; further: % of control where 0% means no effect; nearly all actives have a fitted effect of over 55% in size
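HEK293 cells carry an SMN2 […]–luciferase reporter in which exon 7 inclusion puts luciferase in frame. Cells were plated 10-12 h before compound addition, then incubated 30-36 h at 37C. ONE-Glo luminescence was read; sodium butyrate at 4.5 mM final served as control.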
IMPase Li cell: IMPase inhibition in cells with lithium potentiation; AID 1457; hit rate 0.35% among 210,000; CHO-M1 cells, IP1 TR-FRET (IP-One), carbachol + lithium; Potency, µM (titrated, usually from 59.4 µM), inactives show at the top dose activity, negative = IMPase inhibition, most hits filed as inhibitors;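 further: IP1 builds up when IMPase is blocked and the TR-FRET signal falls; plate controls were basal vehicle for no effect and high inhibitor control for full effect; nearly all actives have a fitted effect of over 50% in size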
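Steps: plate 2000 CHO-M1 cells per well and culture 16–30 h; add compound and lithium; incubate 30 min, 37C; add d2-IP1 tracer and Eu cryptate anti-IP1 antibody in lysis buffer; read after 10 min at room temperature.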
RECQ1 inh: blocks DNA unwinding by human RECQ1; Potency, µM (titrated, usually from 57.3 µM), for inactives: at the top dose activity, negative = inhibition, hits mostly inhibitors; RECQ1 DNA unwinding, red fluorescence kinetic read; hit rate 0.54% among 240,000; P46063;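 further: plate controls were vehicle for no effect and no enzyme for full effect; nearly all actives have a fitted effect of over 30% in size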
Target sequence (P46063 whole entry, looked up): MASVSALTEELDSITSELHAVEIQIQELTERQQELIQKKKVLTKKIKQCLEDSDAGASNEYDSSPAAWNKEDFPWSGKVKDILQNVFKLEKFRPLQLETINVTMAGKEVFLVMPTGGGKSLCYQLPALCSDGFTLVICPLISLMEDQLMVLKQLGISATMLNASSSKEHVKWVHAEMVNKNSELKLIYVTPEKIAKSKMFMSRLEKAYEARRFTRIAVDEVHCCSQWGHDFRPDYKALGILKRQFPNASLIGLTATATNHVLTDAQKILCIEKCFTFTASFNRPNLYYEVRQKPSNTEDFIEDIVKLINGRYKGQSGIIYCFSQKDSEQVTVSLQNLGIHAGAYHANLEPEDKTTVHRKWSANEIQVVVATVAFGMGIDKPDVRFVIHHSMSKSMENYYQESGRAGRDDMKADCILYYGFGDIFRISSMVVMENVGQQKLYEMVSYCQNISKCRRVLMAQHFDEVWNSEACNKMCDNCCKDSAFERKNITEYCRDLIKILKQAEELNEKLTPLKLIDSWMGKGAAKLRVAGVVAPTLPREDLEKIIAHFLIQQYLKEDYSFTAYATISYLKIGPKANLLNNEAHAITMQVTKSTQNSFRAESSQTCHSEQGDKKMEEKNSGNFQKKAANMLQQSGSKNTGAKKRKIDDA
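50 nM RECQ1T1 preincubated 15 min with compound in Tris pH 8.0 buffer with MgCl2, DTT, Tween-20 and 2.5 ug/ml poly(dI-dC); started with 200 nM TAMRA/BHQ-2 forked duplex and 2 mM ATP. Unwinding read as fluorescence (525/598 nm), two reads 2 h apart.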
Epigenetic reg: epigenetic control regulation, reporter derepression; murine LDR cells, GFP reporter derepression, 30 h; Potency, µM (series often up to 53.9 µM), for inactives: at the top dose GFP activation, actives largely listed as activators; hit rate 0.2% among 280,000; AID 1865; further: % of control where 0% means no effect; nearly all actives have a fitted effect of over 60% in size
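In this reporter-derepression format, murine cells bearing a silenced integrated CMV-GFP locus incubate with test compound (30 h, 37 C), then are washed and imaged; fluorescent objects of 20–120 um count as induced cells.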
Starred values were filed as active, the others as inactive; i = inactive; ? = inconclusive; nt = not tested or not shown; [ ] = another dose, or the depositor's remark. Unless noted, the call rests on the fitted dose curve; in most records, active means well fitted curve in the direction sought with a large enough effect; inconclusive means small, poorly fitted or top-dose-only effect, or another doubt; inactive means no such curve, though single readings can be large; an effect the other way counts as inactive or inconclusive. Potency means the concentration at half of the fitted maximal effect.

Fields – RGS12 GoLoco inh, Luc counter, NPSR antag, JMJD2E inh, SMN2 splice enh, IMPase Li cell, RECQ1 inh, Epigenetic reg
COc1ccc(S(=O)(=O)N2CCN(CCC(=O)Nc3ccc(F)cc3)CC2)cc1
  -11.4%, 2.5%, -11.1%, -1.6%, -86.0%[inhibitor], -4.8%, 0.3%, 0.0%
COc1ccccc1-c1cc(C(=O)Nc2ccc(F)cc2F)no1
  -1.1%, -5.0%, ?, -4.9%, -1.5%, 8.91µM*, 15.6%, 0.0%
COc1ccc(-c2noc(CCC(N)=O)n2)cc1OC
  0.2%, 5.1%, 14.8%[46.1 µM], 0.5%, -7.8%, -6.3%, -4.4%, -0.9%
O=C(CSCc1ccc(C(=O)O)cc1)Nc1ccc2ccccc2c1
  1.2%, nt, 5.6%, 9.5%, nt, nt, 2.2%, 0.2%
Cc1ccc2c(c1)C1CN(C)CCC1N2Sc1ccccc1[N+](=O)[O-] (stereo not given)
  0.8%, nt, -56.7%, -12.4%, nt, nt, i, 6.2%
Cc1ccc(-c2nn(C)c(=O)c3ccccc23)cc1CN1CCCCC1
  4.8%, nt, -24.2%, 4.0%, nt, nt, 4.3%, 1.3%
C=CCOC(=O)N[C@@H](c1cccs1)C(C(C)=O)C(C)=O
  -41.8%, -0.1%, nt, -0.2%, -4.6%, -6.4%, 5.6%, -1.1%
CCOC(=O)c1c(-n2cnnn2)sc(C)c1C
  -0.3%, -2.6%, -10.1%[46.1 µM], ?, -2.5%, 12.3%[38.3 µM], i, -0.9%
CCOC(=O)N1CCN(C2OC(=O)c3ccccc32)CC1 (stereo not given)
  6.7%, 5.9%, 12.2%[46.1 µM], 9.6%, 3.9%, -13.8%, -1.5%, -0.9%
O=C(CNS(=O)(=O)c1ccc(Br)cc1)N1CCOCC1
  0.8%, 0.3%, -1.2%[46.1 µM], 6.9%, -8.6%, -1.5%[38.3 µM], -8.0%, -0.3%

Looked up above:
`Cc1ccc2c(c1)C1CN(C)CCC1N2Sc1ccccc1[N+](=O)[O-]` (stereo not given) | Epigenetic reg = 6.2%
`O=C(CNS(=O)(=O)c1ccc(Br)cc1)N1CCOCC1` | SMN2 splice enh = -8.6%

An excerpt from above in order of their number in NPSR antag, high to low:
Structure,RGS12 GoLoco inh,NPSR antag,JMJD2E inh,SMN2 splice enh,IMPase Li cell,RECQ1 inh,Epigenetic reg
COc1ccc(S(=O)(=O)N2CCN(CCC(=O)Nc3ccc(F)cc3)CC2)cc1,-11.4%,-11.1%,-1.6%,-86.0%[inhibitor],-4.8%,0.3%,0.0%
Cc1ccc(-c2nn(C)c(=O)c3ccccc23)cc1CN1CCCCC1,4.8%,-24.2%,4.0%,nt,nt,4.3%,1.3%
Cc1ccc2c(c1)C1CN(C)CCC1N2Sc1ccccc1[N+](=O)[O-] (stereo not given),0.8%,-56.7%,-12.4%,nt,nt,i,6.2%

(cont.)
Fields – RGS12 GoLoco inh, Luc counter, NPSR antag, JMJD2E inh, SMN2 splice enh, IMPase Li cell, RECQ1 inh, Epigenetic reg
Cc1cccc(OCc2nnc(SCC(=O)Nc3ccc(C)c(C)c3)o2)c1
  9.6%, 1.6%, -10.2%[46.1 µM], -5.3%, 18.9%, -5.1%, -1.8%, -1.0%
C=CCn1c(O)c(CN2CCOCC2)c(C)c(C#N)c1=O
  64.6%[activator], 7.1%, -10.5%[46.1 µM], ?, -3.4%, 1.9%[38.3 µM], -7.0%, -0.7%
Cc1ccc(NC(=O)Cc2cn(C)c3ccccc23)cc1F
  -1.1%, 1.1%, -11.1%, 5.9%, 3.7%, 6.6%, -1.7%, -1.3%
Nc1nc(-c2ccccc2)c(N=Nc2cccnc2)s1
  12.2%, -21.4%, -8.6%, 0.4%, -25.4%, 5.3%, 15.6%, -1.4%
COc1ccc(CCNC(=S)NC(=O)c2cc(OC)c(OC)c(OC)c2)cc1OC
  -9.6%, nt, 44.9%, 10.1%, nt, nt, -0.8%, 0.7%
COc1cccc(C(=O)Nc2cccnc2)c1
  -13.1%, ?, 22.8%[46.1 µM], 4.0%, -49.1%, 15.5%[38.3 µM], 6.3%, 0.0%
COc1ccccc1NS(=O)(=O)c1cc(NC(C)=O)ccc1N1CCCCC1
  -6.8%, -1.6%, ?, -5.6%, 2.5%, 5.7%, -10.2%, -0.1%
CCn1c(CSCc2c(Cl)cccc2Cl)n[nH]c1=S
  0.6%, -2.4%, -26.8%, ?, -31.8%[inhibitor], 11.1%, i, 4.0%
COc1ccc(-c2nc(NC(=O)Cn3ccc(C(F)(F)F)n3)sc2C)cc1
  0.7%, -4.0%, ?, 5.3%, -49.3%[inhibitor], 10.2%[38.3 µM], i, -1.0%
CCOC(=O)c1sc(=NC(=O)c2cccc(OC)c2)n(C)c1C
  nt, nt, 10µM*, -1.6%, nt, nt, -5.6%, 2.1%
Cn1c(C(=O)NCc2ccco2)cc2c(=O)[nH]c3ccccc3c21
  8.0%, -0.5%, -9.4%[46.1 µM], ?, -1.0%, 12.8%[38.3 µM], -1.4%, 2.7%
N[C@@](C(=O)O)(c1ccc(P(=O)(O)O)cc1)C1CC1
  3.9%, 2.4%, nt, 8.1%, nt, 19.1%, i, 2.4%
Cc1ccc(-n2ncc3c(=O)n(CC(=O)NCc4ccco4)cnc32)cc1
  4.0%, 0.9%, 16.0%[46.1 µM], ?, 9.2%, -5.0%, -5.4%, 3.3%
Cc1ccc(S(=O)(=O)CCCS(=O)(=O)c2ccc(C)cc2)cc1
  -4.2%, -2.6%, -2.9%[46.1 µM], 7.3%, -24.4%, -8.0%[38.3 µM], -3.8%, -2.6%
COC(=O)Cn1nnc(-c2cccc(OC)c2)n1
  -6.1%, 10.4%, -10.4%[46.1 µM], -1.1%, -10.9%, 3.7%[38.3 µM], -7.9%, -2.0%
COc1ccc(CCNC(=O)c2cc3sc(Cl)cc3n2C)cc1OC
  -4.9%, 4.4%, -7.4%[46.1 µM], 3.6%, -25.3%, -5.9%[38.3 µM], ?, -0.8%
CCCCCCCCCCCCCCCCCC(=O)OC(CC(=O)O)C[N+](C)(C)C (stereo not given)
  10.3%, -0.5%, ?, 10.5%, -11.5%, 37.1%[activator], -12.6%, -0.2%
O=c1nc(N/N=C/c2c[nH]c3ccccc23)cn[nH]1
  37.5%, nt, -18.4%, -5.4%, nt, nt, -16.2%, -0.4%
Cc1ccc(NC(=O)c2noc(C(C)C)c2[N+](=O)[O-])cc1
  -5.6%, -1.1%, -12.8%, 0.7%, -11.6%, 7.6%, 2.5%, -0.7%
COC(CNc1cc(=O)oc2ccccc12)OC
  9.1%, -0.1%, -1.6%[46.1 µM], -4.6%, -15.6%, 36.5%[activator][38.3 µM], -4.9%, -0.8%

(next part)
SMILES | RGS12 GoLoco inh | Luc counter | NPSR antag | JMJD2E inh | SMN2 splice enh | IMPase Li cell | RECQ1 inh | Epigenetic reg
CC(=O)Nc1ccccc1C(=O)N1CCN(Cc2ccccc2)CC1 | 1.7% | 1.3% | 11.7% | -11.2% | -12.1% | -2.3% | -11.9% | 0.3%
Cc1ccc(S(=O)(=O)Oc2ccc(C3C4=C(CCCC4=O)N(CCC(=O)O)C4=C3C(=O)CCC4)cc2Cl)cc1 | 2.2% | -1.6% | 0.8% | ? | 2.8% | -5.2% | -0.2% | 0.1%
COc1ccc(Cc2nc(C(=O)Nc3ccccc3)cs2)cc1 | 7.4% | -1.4% | -18.7%[46.1 µM] | -6.5% | -67.3%[inhibitor] | 35.8%[activator][38.3 µM] | -14.1% | -2.7%
O=C(O)CCCn1c(=O)[nH]c2ccccc2c1=O | 5.8% | 8.7% | 4.3%[46.1 µM] | ? | -0.5% | 2.1%[38.3 µM] | i | -1.1%
O=C1C(c2ccnc3ccccc23)=C(O)c2ccccc21 | 6.2% | ? | 0.7%[46.1 µM] | -0.8% | 0.398µM* | 7.4% | i | 1.0%
C#CCOCCOCCOCCNc1nc(N2CCN(C(=O)[C@H](Cc3ccc(O)cc3)n3cc([C@@H](N)C(C)CC)nn3)CC2)nc(N2CCN(C(=O)[C@H](Cc3cc4ccccc4[nH]3)n3cc([C@@H](N)CC(C)C)nn3)CC2)n1 (stereo not given in full) | -0.1% | nt | 21.9% | ? | nt | 11.4% | ? | 1.0%
CC(=O)NS(=O)(=O)c1ccc(NC(=S)NC(=O)COc2ccccc2C)cc1 | 4.4% | -0.5% | 1.1% | -7.8% | 9.7% | 1.5% | -15.2% | -1.0%
O=C(CSc1nnc(Cc2cccs2)n1-c1ccc(Cl)cc1)NCc1ccc2c(c1)OCO2 | 2.6% | 12.3% | ? | ? | -21.2% | -0.1%[38.3 µM] | 12.0% | 0.0%
Cc1c(Cc2ccccc2)c(=O)oc2cc(OC(=O)c3ccccc3)ccc12 | 6.4% | 2.9% | -1.4%[46.1 µM] | ? | -10.5% | 11.3%[38.3 µM] | -1.5% | -0.9%
COc1ccc(C(=O)NC2(C(F)(F)F)NC(=O)N(CCCc3ccccc3)C2=O)cc1OC (stereo not given) | 7.6% | 0.0% | -2.8% | 8.6% | -39.4%[inhibitor] | 4.6% | -8.8% | -0.8%
CCN(CC)C(=O)CSc1nnc([C@H](CCSC)NC(=O)OC(C)(C)C)o1 | 4.8% | -0.6% | -3.3%[46.1 µM] | 10.7% | 6.2% | -1.1%[38.3 µM] | -0.6% | 0.7%
Cn1c(SCC(=O)C(C)(C)C)nnc1-c1ccc(F)cc1 | -8.1% | -1.2% | 20.0% | 13.4% | 15.1% | -8.2% | i | 1.1%
O=P(/C(=N/O)Sc1ccccc1)(N1CCOCC1)N1CCOCC1 | -11.4% | -4.4% | -27.8%[46.1 µM] | -2.5% | -17.2% | -0.2%[38.3 µM] | -4.6% | -0.6%
CC(C)c1nnc(NC(=O)c2cccc(-n3cnnn3)c2)s1 | 10.8% | 1.8% | -12.0%[46.1 µM] | 0.9% | -10.6% | -3.3%[38.3 µM] | -3.5% | 0.0%
O=C(CN1CCCC1)NCC1(c2ccccc2)CCOCC1 | 8.8% | -2.3% | -0.9%[46.1 µM] | 1.7% | -11.2% | 9.0%[38.3 µM] | -13.3% | -1.4%

Not all compounds are listed. The share of hits here may be higher or lower than overall.
